# LMPTP inh: LMPTP phosphatase inhibitors, primary screen, biochemical, fluorescence intensity, uHTS; Low molecular weight phosphotyrosine protein phosphatase (Homo sapiens), P24666; recombinant LMPTP-A, OMFP fluorogenic substrate; inhibition, % at 20 µM; 360,000 tested, 0.22% active;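 active means compounds that cut the enzyme signal by at least half of the control window in the single-dose screen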;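 further: plate controls were DMSO wells with enzyme plus substrate for no effect and substrate without enzyme for full effect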
#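 Test system – LMPTP-A phosphatase enzyme · Quantity – 0.625 nM LMPTP-A final · Reagent – OMFP substrate, 400 µM final · Dosing – one test concentration per compound, 20 µM, with 3% DMSO overall · Timing – 50 min enzyme reaction at room temperature, protected from light · Detection – fluorescence intensity · Controls – substrate-only low control, DMSO enzyme-plus-substrate high control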
# Scp-1 inhibitor: Scp-1 phosphatase inhibitors, primary screen, biochemical, colorimetric, uHTS; Carboxy-terminal domain RNA polymerase II polypeptide A small phosphatase 1 (Homo …; Recombinant Scp1, phosphopeptide, malachite green phosphate absorbance; 340,000 tested, 0.88% active; AID 493091, 2011; inhibition, % at 20 µM;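 active means inhibition above about 50% at 20 µM, limit read from the data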;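 further: plate controls were DMSO wells with enzyme for no effect and wells lacking enzyme for full effect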
# Target sequence (Q9GZU7 76-261 limits assumed): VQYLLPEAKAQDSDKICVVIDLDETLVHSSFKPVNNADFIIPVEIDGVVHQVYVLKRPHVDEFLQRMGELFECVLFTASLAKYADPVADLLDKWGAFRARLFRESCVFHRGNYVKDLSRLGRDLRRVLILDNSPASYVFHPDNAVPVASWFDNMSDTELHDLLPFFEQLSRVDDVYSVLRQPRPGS
#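 Times: enzyme reaction 45 min at room temperature, colour 5 min, stabilisation 30 min. Material: SCP-1 catalytic fragment, aa 76-261. Medium: Acidic Tris acetate buffer with magnesium and detergent. Signal: colorimetric free-phosphate detection, absorbance 630 nm. Read-out basis: % inhibition of SCP-1 phosphate liberation. Reagent: Phosphorylated 17-residue peptide substrate.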
# MT1-MMP act inh: blockers of MT1-MMP proenzyme processing, primary screen, HT1080 RFP-PRO-GFP cells, GFP/RFP fluorescence | GFP/RFP ratio fluorescence, overnight; percent of plate control window, DMSO zero | GFP/RFP ratio change, % at 20 µM | 360,000 tested, 0.061% active | AID 651647, 2012;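 active means GFP/RFP ratio change of at least 30% with cell ATP level not reduced by more than half and red fluorescence within 50% of control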; further: strong numbers were not always called active
#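 Assay system: RFP-PRO-GFP reporter HT1080 cells; read-out basis: GFP/RFP fluorescence ratio; benchmarks: DMSO wells and RFP-L50D-GFP cells; doses: 20 µM single dose, 1% DMSO; schedule: overnight cell settling, then overnight compound exposure, 37 °C, 5% CO2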
# DNMT1 inh: human DNMT1 methyltransferase inhibitors, primary screen, biochemical, molecular beacon, fluorescence, HinP1I cleavage, uHTS; DNA (cytosine-5)-methyltransferase 1 (Homo sapiens), P26358; inhibition (reported as % activation of signal), % at 10 µM; 360,000 tested, 0.83% active; in the data active means inhibition above about 50%
# SUMO1 PPI mod: modulators of SUMO1 protein-protein interactions, primary screen, biochemical, uHTS | SUMO1 binding to a labelled peptide, TR-FRET, 1 h | inhibition, % at 20 µM | 360,000 tested, 0.33% active | AID 602429, 2012; in the data active means inhibition above about 37%
# STEP inh: STEP phosphatase inhibitors, primary screen, biochemical, fluorescence intensity, uHTS | recombinant STEP, OMFP fluorogenic substrate | Tyrosine-protein phosphatase non-receptor type 5 (Homo sapiens), P54829 | AID 588621, 2011 | 360,000 tested, 0.25% active | inhibition, % at 20 µM;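 active means inhibition at 20 µM, scaled per plate between control wells, above about 37%, limit read from the data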;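 further: 0% = DMSO with enzyme and substrate and 100% = substrate only without enzyme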
# Target sequence (P54829 whole entry, looked up): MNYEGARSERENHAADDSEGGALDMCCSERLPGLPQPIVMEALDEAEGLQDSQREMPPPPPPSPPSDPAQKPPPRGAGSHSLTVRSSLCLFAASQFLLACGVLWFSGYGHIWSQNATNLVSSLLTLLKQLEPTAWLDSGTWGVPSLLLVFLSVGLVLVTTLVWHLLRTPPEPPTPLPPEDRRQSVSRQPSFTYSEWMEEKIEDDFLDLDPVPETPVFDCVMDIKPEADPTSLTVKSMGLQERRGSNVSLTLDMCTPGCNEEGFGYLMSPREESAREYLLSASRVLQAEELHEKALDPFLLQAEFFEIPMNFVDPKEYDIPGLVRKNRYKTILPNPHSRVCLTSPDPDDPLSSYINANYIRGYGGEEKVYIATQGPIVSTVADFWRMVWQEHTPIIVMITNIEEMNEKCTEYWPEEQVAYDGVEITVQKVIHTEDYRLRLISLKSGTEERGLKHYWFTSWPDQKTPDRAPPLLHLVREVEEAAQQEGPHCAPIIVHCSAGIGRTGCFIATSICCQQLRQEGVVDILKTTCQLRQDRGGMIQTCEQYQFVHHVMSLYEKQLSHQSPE
#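 Measure: Control-normalized % inhibition with plate pattern correction | Test system: STEP phosphatase, cell-free reaction | Medium: pH 6.0 Bis-Tris with DTT and Tween 20 | Technique: Fluorescence, 480/540 nm | Times: Reaction 20 min, ambient temperature | Doses: Single compound dose of 20 µM, 1% DMSO final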
# NadD inh: inhibitors of S. aureus NadD, primary screen, biochemical, colorimetric, uHTS | Nicotinate-nucleotide adenylyltransferase NadD (Staphylococcus aureus N315) | purified NadD enzyme, colorimetric absorbance read-out | inhibition, % at 20 µM | 360,000 tested, 0.78% active; in the data active means inhibition above about 26%; further: some compounds past the cut are filed as inactive
# CendR NRP1 mod: modulators of CendR peptide binding to NRP-1, primary screen, biochemical, fluorescence polarization, uHTS; 360,000 tested, 0.85% active; FAM-RPARPAR peptide binding to NRP-1; inhibition, % at 25 µM; AID 602438, 2012; Neuropilin-1 (Homo sapiens), O14786;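 active means inhibition or corrected inhibition above about 18%, plus a signal ratio from 0.5 to 1.5, limit read from the data, passing the limit was not always enough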; further: strong numbers were not always called active
# SKN-1 inh: suppressors of acrylamide-induced Pgst-4::GFP reporter in worms, primary screen, SKN-1 inhibitor project, whole organism, uHTS, GFP/RFP fluorescence ratio, strain VP596 | C. elegans VP596 Pgst-4::GFP/RFP ratio, 24 h | inhibition, % at 21.8 µM | 360,000 tested, 0.49% active | AID 624304, 2012;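 active means interference check ratio from 0.5 to 1.5 plus GFP to RFP signal ratio inhibition reaching or exceeding a fixed threshold, cut at about 30% in these data, passing the limit was not always enough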; further: some compounds called inactive have numbers as strong as hits
# Rpn11 block: Rpn11 (PSMD14) deubiquitinase inhibitors, primary screen, biochemical, fluorescence polarization, uHTS; 26S proteasome non-ATPase regulatory subunit 14 (Homo sapiens), O00487; human 26S proteasome, Ub4-pepOG fluorescence polarization; 20S core pre-blocked with epoxomicin; calls only at 20 µM; 360,000 tested, 0.59% active;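 active means inhibition at 20 µM, scaled to each plate's controls, above about 33%, limit read from the data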
# Target sequence (O00487 whole entry, looked up): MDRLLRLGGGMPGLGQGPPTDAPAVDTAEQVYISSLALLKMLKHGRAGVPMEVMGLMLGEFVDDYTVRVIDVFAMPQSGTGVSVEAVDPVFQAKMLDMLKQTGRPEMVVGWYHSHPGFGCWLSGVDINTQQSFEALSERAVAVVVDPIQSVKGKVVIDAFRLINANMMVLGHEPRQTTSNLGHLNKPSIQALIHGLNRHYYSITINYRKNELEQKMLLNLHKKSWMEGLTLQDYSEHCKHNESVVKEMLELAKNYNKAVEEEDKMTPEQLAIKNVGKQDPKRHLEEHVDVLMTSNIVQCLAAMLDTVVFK
# Numbers without * were called inactive; i = inactive; . = not tested or not shown; + = active, no number. The order is random. About 3.9% of those tested had a hit in this group.
SMILES,LMPTP inh,Scp-1 inhibitor,MT1-MMP act inh,DNMT1 inh,SUMO1 PPI mod,STEP inh,NadD inh,CendR NRP1 mod,SKN-1 inh,Rpn11 block
O=C(Nc1ccc([N+](=O)[O-])cc1)N1CCCCC1,-0.2,-2.7,-0.8,3.0,-22.4,-1.9,-11.8,-1.2,5.5,i
CC(C)c1ccc(CC(=O)N2CCC2(C)C(=O)NS(=O)(=O)c2ccc(F)cc2F)cc1 (stereo not given),-1.1,.,-0.9,1.7,6.1,0.7,-3.5,-8.6,4.8,i
COC(=O)c1ccc(NC(=O)c2cc[n+](Cc3ccccc3)cc2)cc1,-1.8,-5.1,-0.5,2.2,-38.8,2.2,-4.2,-16.9,13.8,i
CC(=O)c1cccc(-c2ccc3c(=O)[nH]c(Nc4ccccc4)cc3c2)c1,19.0,7.1,-57.7,105.3*,34.2,20.1,35.0*,-84.7,6.1,+
COc1cc(/C=N/NC(=O)CN(CCc2ccccc2)S(=O)(=O)c2ccc(NC(C)=O)cc2)cc(OC)c1OC,-0.6,-3.9,-6.9,-7.0,0.9,-4.7,-3.8,8.2,-15.2,i
CCn1cc(Br)c(C(=O)NC(C)c2ccccc2)n1 (stereo not given),-1.5,4.2,2.9,-0.4,-1.5,-0.2,-0.9,6.3,3.4,i
CCOC(=O)CCNC(=O)N1CCCC(N(C)CCc2ccccc2)C1 (stereo not given),-1.6,-7.3,4.4,3.7,1.2,-2.0,-2.8,4.9,5.5,i
O=C(O)c1cccc(S(=O)(=O)Nc2ccccc2Cl)c1,-1.7,1.1,9.8,1.9,5.2,-3.9,10.0,11.5,11.7,i
COc1ccc(CCNC(=O)CCc2ccccc2O)cc1OC,-0.8,-2.8,-2.2,0.7,1.9,-2.0,-3.6,-5.4,-3.5,i
CC(=O)Nc1c(Cl)cc2c(c1Cl)Cc1cc(N)ccc1-2,1.4,-7.6,2.6,-3.5,-5.9,-2.5,0.1,-8.1,-7.2,i

# Structures from the list above that contain a Cl atom, in the order listed:
SMILES,LMPTP inh,Scp-1 inhibitor,MT1-MMP act inh,DNMT1 inh,SUMO1 PPI mod,STEP inh,NadD inh,CendR NRP1 mod,SKN-1 inh,Rpn11 block
O=C(O)c1cccc(S(=O)(=O)Nc2ccccc2Cl)c1,-1.7,1.1,9.8,1.9,5.2,-3.9,10.0,11.5,11.7,i
CC(=O)Nc1c(Cl)cc2c(c1Cl)Cc1cc(N)ccc1-2,1.4,-7.6,2.6,-3.5,-5.9,-2.5,0.1,-8.1,-7.2,i

# Going on with the list:
SMILES,LMPTP inh,Scp-1 inhibitor,MT1-MMP act inh,DNMT1 inh,SUMO1 PPI mod,STEP inh,NadD inh,CendR NRP1 mod,SKN-1 inh,Rpn11 block
O=C(NCC(c1ccco1)N1CCc2ccccc21)c1ccccc1Cl (stereo not given),1.1,-11.4,-3.4,-0.5,1.5,-2.6,-5.8,5.4,-6.7,i
O=C(COC(=O)c1ccc2c(c1)OCCO2)NCc1ccc(Cl)cc1,-0.4,.,-3.2,1.7,-1.2,0.2,-4.2,5.0,-4.9,i
COc1cc(NC(=O)c2ccc3c(c2)OCCO3)ccc1NC(=O)c1ccco1,0.9,-1.3,-0.2,2.6,-0.4,-3.6,12.9,11.0,-11.8,i
Cc1cccc(NC(=O)C2NC(=O)CC2c2ccccc2)c1C (stereo not given),-1.1,7.1,0.2,1.2,2.8,2.7,-4.6,5.4,1.6,i
CCn1nc(NS(=O)(=O)c2ccc(NC(C)=O)cc2)c2cc3cc(C)ccc3nc21,0.1,0.6,4.9,-3.2,-9.8,-1.4,6.1,3.1,7.5,i
COc1ccc(/C(N)=N/OC(=O)CC2CCCCC2)cc1,2.1,-6.7,-13.6,1.8,-5.9,2.5,-5.6,0.9,10.1,i
Nc1c(Cl)cc(-c2[nH]c3cc(C(=O)NCCO)ccc3c(=O)c2O)cc1Cl,1.8,-2.3,-12.2,11.4,-21.6,2.0,-4.6,4.6,1.4,i
COc1ccc2cc(CCNC(=O)c3cccc([N+](=O)[O-])c3)c(=O)[nH]c2c1,-1.1,0.7,-1.4,-3.3,-18.5,-1.7,-6.0,7.0,12.3,i
O=C(O)c1ccnc(C(=O)O)c1,-2.2,-5.6,7.4,0.8,-2.5,-1.3,0.1,-5.9,5.1,i
CCOC(=O)N1CCC(NS(=O)(=O)c2ccc(C)cc2)CC1,-0.6,-1.2,1.1,6.6,1.3,-0.1,-2.9,-2.9,-4.2,i
CCOC(=O)Cn1nc(C)c(NC(=O)COc2ccc(OC)cc2)c1C,-0.2,-12.3,-1.0,1.8,3.4,0.7,-7.0,0.4,0.3,i
O=C(NNC(=S)Nc1ccc(F)cc1)c1ccccc1OC(F)F,1.0,-11.0,9.5,0.9,3.4,0.8,0.7,6.3,0.2,i
CC(=O)Nc1ccc(S(=O)(=O)NCC(=O)OCC(=O)N2CCc3ccccc32)cc1,0.0,-7.6,-3.9,-7.0,-0.6,-0.3,6.8,0.3,-6.0,i
Cc1cccc(OCc2nnc(SCCC(=O)O)n2-c2ccccc2)c1,-1.6,1.3,-2.5,0.6,2.6,3.3,-2.5,10.0,-8.1,i
COc1ccccc1C(=O)N1CCN(Cc2ccc3c(c2)OCO3)CC1,0.1,-2.0,-5.2,-4.5,-2.6,0.4,6.0,1.1,7.3,i
Cc1c(C(=O)NCc2ccoc2)oc2ccc3c(c12)C(=O)CC(C)(C)O3,1.3,-4.4,-7.9,-4.8,-15.2,4.2,-7.2,9.3,1.1,i
Cc1ccc(OC(C)C(=O)N/N=C/c2ccccn2)cc1 (stereo not given),-1.8,-6.3,1.2,4.9,-2.7,-2.8,-0.1,2.3,-10.8,i
COCCN1CCN(C(=O)c2cc(COc3ccc(F)cc3F)on2)CC1,-0.8,2.4,-1.7,1.1,5.6,2.5,-3.2,7.4,-7.6,i
O=C(Nc1cccnc1Cl)c1ccc(=O)oc1,0.2,52.6*,-4.3,35.1,-4.2,1.2,-0.5,-19.8,7.3,i
O=C(N/N=C/c1c[nH]c2ccccc12)c1cccc([N+](=O)[O-])c1,0.0,-6.7,3.2,-3.3,-20.6,-2.3,-2.4,-4.1,-6.0,i
O=C(COc1ccc(S(=O)(=O)N2CCCC2)cc1Cl)NCc1ccc2c(c1)OCO2,-0.1,-3.6,-4.3,-1.4,-2.8,3.5,-7.9,-4.4,4.0,i
CC(C)NC(=O)Nc1cccs1,1.6,-3.1,0.8,-1.6,2.5,0.9,-4.6,-10.6,4.9,i
CCC1(c2ccccc2)NC(=O)N(CC(=O)NCc2ccc(F)cc2)C1=O (stereo not given),-0.8,-3.8,-1.0,0.6,1.3,-2.1,-0.4,-7.2,3.2,i
O=C(NNS(=O)(=O)c1ccc(Cl)cc1)c1cccc(S(=O)(=O)N2CCOCC2)c1,0.4,-1.7,1.1,4.9,3.8,-2.2,-3.9,-9.1,-2.2,i
O=C(CCCN1C(=O)/C(=C/c2ccccc2)SC1=S)Nc1ccc(C(=O)O)c(O)c1,2.7,-7.9,0.8,-1.0,-23.8,-0.1,1.4,-20.4,-6.8,i
Cc1cccc(C)c1NC(=O)C1(C)CN(S(C)(=O)=O)CC(=O)N1C1CC1 (stereo not given),-0.1,.,5.4,.,-1.8,.,.,-5.4,12.8,.
COc1ccc(Cn2c(=O)n(Cc3ccco3)c(=N)c3c4c(sc32)COC(C)(C)C4)cc1,-0.2,5.5,-7.9,-4.1,-3.3,0.9,8.0,-6.9,29.6,i
COc1ccc(OC)c(C(=O)/C=C/c2ccccc2C(F)(F)F)c1,1.1,-2.2,2.5,6.3,-2.5,1.3,-5.0,9.4,-4.5,i
COc1ccc(CNCCCn2cnc3c(SC)ncnc32)cc1,-1.6,.,0.7,3.6,3.0,-1.0,-8.5,-2.9,-16.0,i
CC(=O)c1cccc(NC(=O)COC(=O)c2ccccn2)c1,-1.2,-9.0,1.7,-1.1,3.6,-2.5,-3.2,11.7,-1.0,i
CCC(c1nnnn1-c1ccc2c(c1)OCCO2)N1CCN(c2ccccc2)CC1 (stereo not given),0.1,.,1.1,.,6.2,.,1.6,-4.1,-0.9,.
COc1ccc(Nc2nnc(SCC3CCCO3)s2)cc1 (stereo not given),-1.4,-4.9,0.0,-0.9,3.3,-0.6,-4.0,-3.4,15.9,i
COc1ccc(C2=NN(C(=O)CSc3nnc(-c4ccccc4F)o3)C(c3ccco3)C2)cc1 (stereo not given),4.4,-14.7,1.8,-0.6,-0.3,1.0,1.5,-4.0,-0.7,i
O=C1CNC(=S)N1CCc1ccc(Cl)cc1,-6.7,-0.7,-7.0,2.7,0.7,0.6,-0.6,-4.3,-9.4,i
Oc1ccc[n+](/C=C\c2ccccc2)c1,-0.7,-2.3,3.4,-1.7,-23.9,-0.8,0.2,3.8,-8.7,i
CCCN(CCC)C(=O)CCSCCC(=O)N(CCC)CCC,-0.8,-6.8,-1.6,4.7,0.5,1.8,-2.7,-13.1,0.9,i
O=S(=O)(c1ccc(Cl)cc1)N1CCCC1c1nc(-c2cccc(Cl)c2)no1 (stereo not given),2.6,-25.1,11.6,3.5,1.7,1.4,-1.9,7.3,32.0,i
COc1ccc(NC(=O)C(c2ccccc2)n2c(=O)c(-c3ccco3)nc3ccccc32)cc1 (stereo not given),1.8,.,-4.7,.,-9.1,.,.,-63.4,11.2,.
COC(=O)c1cc(C(=O)OCC(=O)NNC(=O)c2cccs2)cc([N+](=O)[O-])c1,-0.5,-9.0,6.4,2.3,-34.0,2.7,-4.7,-8.9,-0.9,i
COc1ccccc1NS(=O)(=O)c1cc(NC(=O)COc2ccccc2)ccc1N1CCOCC1,-2.5,-16.2,2.2,-16.6,3.0,3.8,-2.0,15.6,13.4,i

# Assay outcomes: PubChem BioAssay, Sanford-Burnham Center for Chemical Genomics
